Pol kappa inh – inhibitors of human DNA polymerase kappa | AID 588579 | 400,000 tested, 0.53% active | purified Pol kappa, fluorescent DNA synthesis assay, 10 min | Potency, µM (top dose mostly 107 µM), for inactives: top-dose activity, negative = inhibition, actives largely listed as inhibitors | Q9UBT6; also: potency is read from the fitted curve at half-maximal effect; % is scaled to controls: 0 for no effect and ±100 for the full control effect
Target sequence (Q9UBT6 whole entry, looked up): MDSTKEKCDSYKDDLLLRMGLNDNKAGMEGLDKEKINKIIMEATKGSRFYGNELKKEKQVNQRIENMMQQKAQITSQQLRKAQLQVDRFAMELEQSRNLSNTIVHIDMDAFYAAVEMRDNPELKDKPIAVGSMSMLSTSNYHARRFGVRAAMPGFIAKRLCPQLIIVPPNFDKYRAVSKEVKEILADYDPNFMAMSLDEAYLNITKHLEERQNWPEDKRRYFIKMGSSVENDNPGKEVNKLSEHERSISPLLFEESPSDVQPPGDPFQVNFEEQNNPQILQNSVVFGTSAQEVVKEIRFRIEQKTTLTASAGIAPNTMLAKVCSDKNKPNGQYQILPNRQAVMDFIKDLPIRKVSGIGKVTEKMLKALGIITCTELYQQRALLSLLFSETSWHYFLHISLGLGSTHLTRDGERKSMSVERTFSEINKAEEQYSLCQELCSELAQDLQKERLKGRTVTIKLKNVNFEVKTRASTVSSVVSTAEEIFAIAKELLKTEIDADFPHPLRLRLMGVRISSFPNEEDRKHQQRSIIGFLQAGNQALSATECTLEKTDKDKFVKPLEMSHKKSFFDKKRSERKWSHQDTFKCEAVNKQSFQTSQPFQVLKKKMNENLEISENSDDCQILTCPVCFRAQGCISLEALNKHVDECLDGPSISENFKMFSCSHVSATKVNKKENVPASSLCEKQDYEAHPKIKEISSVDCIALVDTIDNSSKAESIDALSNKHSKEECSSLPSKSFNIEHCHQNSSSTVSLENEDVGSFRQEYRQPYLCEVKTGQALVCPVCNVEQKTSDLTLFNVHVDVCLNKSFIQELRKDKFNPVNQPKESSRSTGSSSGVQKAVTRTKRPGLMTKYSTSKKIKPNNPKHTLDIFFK
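First, compounds were pin-transferred onto 10 nM Pol kappa. After 15 min at room temperature, substrate was added to 50 nM final. Fluorescence was then measured kinetically at 0 and 10 min.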
APEX1 inh – blocks human APE1 abasic DNA cleavage; P27695; Potency, µM (highest dose often 65.8 µM), for the others: at the top dose activity change, negative = inhibition, usual class: inhibitors; AID 2517; 350,000 tested, 0.35% active; recombinant APE1, TAMRA/BHQ-2 abasic DNA cleavage fluorescence;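 also: potency is read from the fitted curve at half-maximal effect; plate controls were vehicle for no effect and reference inhibitor for full effect; nearly all actives have a fitted effect of over 55% in size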
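APE1 at 0.75 nM final was preincubated with compound 15 min at room temperature, then 50 nM double-stranded THF abasic-site substrate (5'-TAMRA/3'-BHQ-2) was added. Fluorescence (ex 525/em 598 nm) was read kinetically; third-minus-first read gave activity.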
POLB inh – inhibitors of human DNA polymerase beta; P06746; 340,000 tested, 1.3% active; Pol beta primer extension/strand displacement, fluorescence kinetic; Potency, µM (series often up to 114 µM), inactives show at the highest dose activity change, negative = inhibition, most hits filed as inhibitors; also: potency is read from the fitted curve at half-maximal effect; % is scaled to controls: 0 for no effect and ±100 for the full control effect
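10 nM enzyme + cpd, 15 min RT; start with substrate 50 nM final; read 0 min and after 10 min RT. Corrected, normalized data; 4-parameter Hill curve fit.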
BLM helicase inh – Bloom syndrome helicase (human) inhibition. Potency, µM (top dose mostly 56.1 µM), without a hit: top-dose activity change, negative = inhibition, actives largely listed as inhibitors. AID 2528. 350,000 tested, 0.2% active. recombinant BLM DNA unwinding, fluorescence dequenching;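 also: potency is read from the fitted curve at half-maximal effect; plate controls were vehicle for no effect and no enzyme for full effect; nearly all actives have a fitted effect of over 35% in size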
RXFP1 antagonist – blocks the human relaxin receptor RXFP1 | HEK293-RXFP1, relaxin-stimulated cAMP HTRF, 30 min; stronger effect = lower value | activity change, negative = inhibition, % at 57.5 µM | 350,000 tested, 0.59% active;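 active = activity change of -60% or lower, but not beyond a set lower limit; inconclusive = change between -60% and -40%, or beyond the set limit; inactive = change above -40%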; also: % is scaled to controls: 0 for no effect and ±100 for the full control effect
Tb PGK inh – blocks T. brucei phosphoglycerate kinase; P07378; 380,000 tested, 0.043% active; Potency, µM (highest dose often 57.5 µM), without a hit: at the top dose activity change, negative = inhibition, actives largely listed as inhibitors; PGK/GAPDH coupled, Kinase-Glo luminescence, 60 min; also: potency is read from the fitted curve at half-maximal effect; % is scaled to controls: 0 for no effect and ±100 for the full control effect; nearly all actives have a fitted effect of over 60% in size
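Recombinant glycosomal PGK reaction used 1,3-bisphosphoglycerate generated in-well by GAPDH (100nM final) in 100mM TEA pH 7.6, 5mM MgCl2, 0.01% Tween-20. After 60 minutes at room temperature, ATP was read by Kinase-Glo Plus luminescence end-point.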
Pol eta inh – blocks human DNA polymerase eta activity; recombinant Pol eta, fluorescent DNA replication assay; Potency, µM (titrated, usually from 114 µM), for the others: top-dose activity change, negative = inhibition, usual class: inhibitors; 390,000 tested, 1.2% active; also: potency is read from the fitted curve at half-maximal effect; % is scaled to controls: 0 for no effect and ±100 for the full control effect
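Pol eta at 10 nM preincubated with compounds 15 min at room temperature; reaction started with fluorescent substrate (50 nM final) and read kinetically at 0 and 10 min.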
Apoferritin bind – candidate novel general anesthetic via apoferritin binding; Potency, µM (titrated, usually from 77.5 µM), without a hit: at the highest dose activity change, negative = displacement, usual class: inhibitors; 350,000 tested, 0.074% active; apoferritin/1-aminoanthracene competitive binding, fluorescence; also: potency is read from the fitted curve at half-maximal effect; % is scaled to controls: 0 for no effect and ±100 for the full control effect; nearly all actives have a fitted effect of over 20% in size
Target sequence (P02791 2-175 limits assumed): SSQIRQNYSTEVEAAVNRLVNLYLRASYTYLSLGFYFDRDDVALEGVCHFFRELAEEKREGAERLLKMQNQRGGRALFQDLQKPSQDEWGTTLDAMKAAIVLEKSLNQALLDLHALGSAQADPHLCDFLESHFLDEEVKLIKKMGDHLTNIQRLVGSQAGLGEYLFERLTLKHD
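10 uM apoferritin + 50% sat. 1-AMA, PBS; cpd 10 min RT; Ex380/Em535 endpoint; normalized to free probe vs complex; 4-param Hill fit; propofol titration as pos. ctrl.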
Pol iota inh – blocks human DNA polymerase iota activity; Q9UNA4; Pol iota fluorescent replication assay, 10 min; Potency, µM (top dose mostly 115 µM), without a hit: at the top dose activity, negative = inhibition, hits mostly inhibitors; 390,000 tested, 1% active; AID 588590; also: potency is read from the fitted curve at half-maximal effect
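Pol iota at 10 nM preincubated 15 min with compounds at room temperature; reaction started with fluorescent substrate, 50 nM final. Fluorescence read kinetically at 0 and 10 min; buffer-only wells as negative control.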
Active calls of the source: *; i = inactive; ? = inconclusive; . = no result given; [ ] = dose if it differs, or a comment. Unless noted, calls follow the shape of the dose curve; as a rule, active = well fitted curve in the direction sought with a large enough effect; inconclusive = small, poorly fitted or top-dose-only effect, or another doubt; inactive = no such curve, though single readings can be large; an effect the other way counts as inactive or inconclusive. Not all compounds are listed; the hit share may differ from the screen's.

SMILES | Pol kappa inh | APEX1 inh | POLB inh | BLM helicase inh | RXFP1 antagonist | Tb PGK inh | Pol eta inh | Apoferritin bind | Pol iota inh
CCOC(=O)N1CCC(N2CCN(c3cc(C)ccc3C)CC2)CC1 | -5% | 3% | -3% | -2% | 13 | -9% | -6% | -18% | ?
Cn1c(=O)c2cc(S(=O)(=O)N3CCOCC3)ccc2n(C)c1=O | 0% | 5% | 2% | 1% | -5 | -5% | -9% | 0% | 30%[activator]
O=C(Nc1cc(C(F)(F)F)ccc1Cl)c1ccc2c(c1)CCN2S(=O)(=O)c1ccccc1 | 4% | . | 0% | -2% | -6 | -7% | -16% | -2% | -3%
COc1ccc(NS(=O)(=O)CC(C)C)c(OC)c1 | -14% | 1% | 2% | -4% | 11 | 0% | -17% | -6% | 4%
Cc1cc(Cl)ccc1NC(=S)N1CCN(Cc2ccccc2)CC1 | -17% | 1% | ? | -7% | -1 | -9% | -15% | -19% | 17%
COC(=O)c1ccc(OCC(=O)NC(C)(C)C)cc1 | -10% | 15% | 9% | -1% | -6 | 3% | -5% | -8% | 9%
O=C(O)CN1CCN(c2ncc(C(F)(F)F)cc2Cl)CC1 | -1% | -2% | -13% | 0% | 18 | -9% | -10% | -5% | 2%
COc1ccc(-c2nsc3c(SCc4ccccc4)ncnc23)cc1 | -11% | 3% | -2% | -1% | 18 | -6% | -17% | -3% | 3%
O=C(NCC(=O)N1CCN(Cc2ccccc2)CC1)c1cccs1 | -4% | 24% | . | . | 12 | 1% | -6% | . | -31%
Cc1ccc(SCc2c(C(=O)N/N=C/c3ccc4c(c3)OCO4)nnn2-c2nonc2N)cc1 | 6% | 68%[activator] | 2% | -1% | -5 | i | 1% | -16% | -21%
Cc1ccc(OCCn2cnc3cc([N+](=O)[O-])ccc3c2=O)cc1 | 1% | -5% | 36%[activator] | -3% | -9 | 7% | -7% | -10% | 168%[activator]
O=C(c1ccc(NS(=O)(=O)c2ccc(F)cc2)cc1)N1CCOCC1 | -4% | 19% | . | . | -9 | i | 1% | . | 21%
Oc1ccc(-c2[nH]ncc2-c2ccc(Cl)cc2)c(O)c1 | -9% | -3% | 16% | -9% | -14 | 0% | 1% | -7% | 6%
CC(=O)Nc1ccc(CCCCc2ccc(NC(C)=O)cc2)cc1 | 4% | . | . | . | -15 | -8% | -13% | . | -17%
CC(=O)OCC(=O)[C@]1(O)C(OC(C)=O)CC2C3CCC4=CC(=O)C=C[C@@]4(C)[C@]3(F)C(O)C[C@]21C (stereo partly drawn) | -10%[60.1 µM] | 0% | . | 2% | . | . | . | 7% | .
CN(C(=O)COC(=O)c1ccc2c(=O)n3c(nc2c1)CCC3)C1CCS(=O)(=O)C1 (stereo not drawn) | -11% | 4% | 11% | -4% | -9 | -7% | -9% | -2% | 102%[activator]
COc1ccc(/C=N/NC(=O)c2ccc(N)cc2)cc1Cn1cc([N+](=O)[O-])cn1 | -17% | -4% | -13% | 3% | 8 | 0% | -6% | -15% | 9%
N#CCOc1nc(N2CCOCC2)nc(N2CCOCC2)n1 | -1% | 1% | -19% | 0% | -3 | -2% | -3% | -3% | -4%
COc1ccc(OC)c(CNC(=O)c2cc(S(=O)(=O)N3CCC(C)CC3)cn2C)c1 | -11%[60.1 µM] | . | -2% | -4% | . | 8% | -18% | 4% | 2%
NC(=O)CSc1nnc(-c2ccc3c(c2)OCO3)o1 | -9% | 6% | 0% | 0% | -10 | -8% | -11% | -2% | 9%
Cc1nc(N)nc(N)c1/C=C/C(C)(C)c1ccc(Cl)cc1 | 2% | -12% | -2% | 6% | -28 | 3% | -1% | -15% | 66%[activator]
CC(C)c1nc2n[nH]c(N)c2c2c1CCCC2 | -14% | 1% | 2% | 1% | 5 | -4% | -1% | -14% | -8%
CNC(=O)COc1ccc(Cl)c2cccnc12 | -1% | 18% | 34% | 3% | -1 | -8% | 7% | -6% | 17%
O=C(Nc1ccccc1)N1CCN(c2cccc(C(F)(F)F)c2)CC1 | -8% | -7% | 21% | -8% | -18 | -2% | -17% | -20% | 43%[activator]
Cc1ccc(C(=O)N2CCc3cc(CNS(=O)(=O)c4cccs4)ccc32)cc1 | -4%[60.1 µM] | . | 6% | -4% | -5 | 0% | -11% | -2% | 5%
O=CN1CCN(C(=O)c2cccc3c2-c2ccccc2C3=O)CC1 | -2%[60.1 µM] | 62%[activator] | 11% | 0% | 4 | i | -19% | -4% | 24%
O=C(Nc1ccc(-c2cn3ccccc3n2)cc1)c1ccco1 | -6% | -3% | -25% | 3% | 2 | -26% | -9% | 3% | 3%
CCn1c(=O)c(C(=O)NCc2ccc(F)cc2)c(O)c2ccccc21 | -2% | -10% | 0% | -7% | -2 | 0% | -9% | -6% | 26%
O=C(COc1ccc(Cl)cc1)NCCCn1ccnc1 | 3% | 1% | 34% | -1% | -10 | i | -13% | -11% | -7%
COc1ccc(NC(=O)CC2C(=O)N(c3ccc(C)cc3)C(=O)N2CCc2ccccc2)cc1 (stereo not drawn) | -11% | . | 27% | -8% | . | i | -14% | 2% | -7%
COc1cccc(CC(=O)Nc2ccc(S(=O)(=O)N3CCOCC3)cc2)c1 | -10% | -6% | . | . | 10 | 12% | -12% | . | 3%
CCN(C(=O)c1c(C)cc(=O)oc1C)c1ccc2c(c1)OCO2 | -7% | 14% | 29% | -2% | 5 | 14% | -4% | -5% | 27%
Cc1[nH]nc2ncc(C(=O)c3ccccc3O)cc12 | -3% | -5% | -3% | -2% | -1 | i | -11% | -16% | 5%
c1ccc2c(CNn3cnnc3)cccc2c1 | -4% | -2% | 5% | -1% | -2 | -9% | -12% | 0% | 6%
O=C(c1ccccc1)c1ccc(N2CCOCC2)cc1 | -3% | . | . | . | -7 | -3% | -11% | . | 2%
Cc1csc(N(C(=O)c2ccc(S(=O)(=O)N(C)C)cc2)c2ccccc2)n1 | -1% | -2% | 8% | -3% | -9 | -3% | -17% | -3% | 19%
CCCC(=O)c1c[nH]c(C(=O)NCc2ccco2)c1 | 0% | -2% | 4% | 1% | -14 | -1% | -18% | -7% | 14%
O=C1c2ccccc2C(=O)N1c1ccc(-c2nc3ccccc3o2)cc1 | . | 9% | -1% | 3% | . | . | . | -11% | .
O=c1[nH]c2ccc(S(=O)(=O)NCc3ccccn3)cc2s1 | -8% | 1% | -19% | 3% | -3 | i | 17% | -9% | 8%
C=C1SC(Nc2c(C)cccc2C)=NC12CCCCC2 | -8% | 2% | -2% | -11% | -22 | i | -16% | -14% | 42%[activator]
CCN1CCN(C(=O)Nc2cccc3ccccc23)CC1 | 5% | -4% | -10% | -2% | 22 | -1% | -5% | -4% | 29%
COc1cc(S(=O)(=O)NC2CCSc3ccccc32)ccc1NC(C)=O (stereo not drawn) | 5% | ? | 3% | -2% | 0 | -6% | -19% | -4% | 5%
Cc1ccc2nc(-c3ccc(Cl)c(NC(=O)COc4cccc(C)c4C)c3)oc2c1 | 9% | . | 16% | -2% | -10 | -2% | -8% | -9% | ?
Cc1ccc(NC(=S)NNC(=S)NCc2ccccc2)cc1 | -23% | -4% | 10% | -4% | 7 | -2% | 1% | -13% | ?
O=C(NCc1ccc(F)cc1)C1C2C=CC3(CN(Cc4cccnc4)C(=O)C13)O2 (stereo not drawn) | -3% | 2% | 58% | -3% | -17 | i | -14% | -7% | 2%
CCOc1cc(-c2nc(-c3ccc(C)nc3OCC)no2)cc(OCC)c1OCC | -12% | -5% | 6% | 0% | 1 | -5% | -3% | -2% | -4%
O=S(=O)(Cc1ccccc1)NCC1CCCN(Cc2ccc(F)c(F)c2)C1 (stereo not drawn) | 9% | 3% | ? | -4% | -7 | -2% | -17% | -21% | 2%
Cn1nc(C(=O)OCc2ccc(F)cc2)c2ccccc2c1=O | -9% | -6% | -16% | -1% | -4 | -2% | 5% | -4% | 110%[activator]

Among those listed so far, these have a nitro group on carbon:
SMILES | Pol kappa inh | APEX1 inh | POLB inh | BLM helicase inh | RXFP1 antagonist | Tb PGK inh | Pol eta inh | Apoferritin bind | Pol iota inh
Cc1ccc(OCCn2cnc3cc([N+](=O)[O-])ccc3c2=O)cc1 | 1% | -5% | 36%[activator] | -3% | -9 | 7% | -7% | -10% | 168%[activator]
COc1ccc(/C=N/NC(=O)c2ccc(N)cc2)cc1Cn1cc([N+](=O)[O-])cn1 | -17% | -4% | -13% | 3% | 8 | 0% | -6% | -15% | 9%

The listing continues.
SMILES | Pol kappa inh | APEX1 inh | POLB inh | BLM helicase inh | RXFP1 antagonist | Tb PGK inh | Pol eta inh | Apoferritin bind | Pol iota inh
Cc1ccc(OCC(=O)c2cc(C)n(-c3ccccc3)c2C)c([N+](=O)[O-])n1 | -20% | -6% | -12% | -2% | -4 | -3% | -23% | -16% | -6%
COc1cccc(/C=N/n2c(=S)n(C)c3cc(C)c(C)cc32)c1OC | 1% | -1% | 33% | -3% | -8 | -8% | -2% | -9% | 5%
NC(=O)/C(=C/c1ccco1)C(N)=S | ? | ? | -9% | -17% | -19 | i | -6% | -2% | ?
O=C(O)CCCN=C1CCCc2ccccc2N1 | -9% | -1% | 1% | -8% | 23 | -6% | 9% | -9% | 9%
Cc1cc(OC(C)C(=O)NCc2cccnc2)c2c(C)cc(=O)oc2c1 (stereo not drawn) | 15% | 73%[activator] | 18% | -1% | -1 | -8% | -10% | 0% | -19%
N#CC(C(N)=O)=C1CCC2(CC1)OCCCCO2 | -13% | 1% | -7% | -4% | -2 | 4% | 5% | -14% | 7%
COc1ccc(-c2nc(NC(=O)C3CC(=O)N(Cc4ccco4)C3)sc2C)cc1 (stereo not drawn) | -9% | 13% | . | . | 0 | -8% | -18% | . | -19%
CCCCCOc1ccc(C(=O)NC(CCC)C(=O)O)cc1 (stereo not drawn) | -6% | -1% | -2% | 0% | -2 | -15% | -14% | -13% | 11%
CCC(=O)Nc1ccc(NC(=O)Cc2ccccc2)cn1 | -20% | 15% | 30% | -7% | -8 | -1% | 5% | -9% | 45%[activator]
COc1ccc(C2=NC(c3ccncc3)=Nc3ccc(Br)cc3N2)cc1 | -12% | . | 0% | -7% | -3 | . | . | 2% | 26%

High-throughput results (PubChem)
